PRMT1 FP inh: PRMT1 methyltransferase inhibitors, primary screen, biochemical, fluorescence polarization; recombinant PRMT1, activity-based probe fluorescence polarization; inhibition, % at 2.79 µM; 370,000 compounds, 1.3% hits; AID 652257, 2013;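 active means inhibition above about 21% made by adding two undisclosed values, limit read from the data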
Target sequence (Q99873 whole entry, looked up): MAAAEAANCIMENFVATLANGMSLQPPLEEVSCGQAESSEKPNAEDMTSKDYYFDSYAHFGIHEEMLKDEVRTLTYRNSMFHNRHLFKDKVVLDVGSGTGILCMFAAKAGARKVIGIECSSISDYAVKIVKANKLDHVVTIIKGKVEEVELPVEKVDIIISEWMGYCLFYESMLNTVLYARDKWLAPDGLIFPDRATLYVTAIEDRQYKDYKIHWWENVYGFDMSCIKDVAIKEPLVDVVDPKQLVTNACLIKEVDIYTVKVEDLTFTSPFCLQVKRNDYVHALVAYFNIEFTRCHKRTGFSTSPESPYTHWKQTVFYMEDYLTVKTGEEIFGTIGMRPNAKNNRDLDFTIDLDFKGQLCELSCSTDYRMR
GC-B act: human GC-B receptor activators, primary screen, HEK293 GC-B cells, cGMP TR-FRET, EC30 CNP. Atrial natriuretic peptide receptor 2 (Homo sapiens), P20594. 370,000 compounds, 0.11% hits. activation, % at 10 µM. 0% at EC30 CNP, 100% saturating CNP. AID 1920062, 2024;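 active means activation at 10 µM reaching about 35% in either raw or pattern-adjusted values, limit read from the data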
TCR-CD3 inh: inhibitors of human TCR-CD3 interaction, primary screen, biochemical, fluorescence, TAMRA-labeled TCR probe. T-cell receptor (TCR). 360,000 compounds, 0.37% hits. inhibition, % at 9.4 µM; in the data active means inhibition above about 19%;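 further: recombinant mutant TCR 2C K166C tagged with TAMRA read by polarization; 0% = receptor in buffer alone and 100% = receptor with positive control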
MBD2 DNA inh: inhibitors of MBD2 binding to methylated DNA, primary screen, biochemical, TR-FRET, DNA-binding domain, human | Methyl-CpG-binding domain protein 2 (Homo sapiens), Q9UBB5 | MBD2 binding to methylated oligonucleotide | inhibition, % at 4.4 µM | 370,000 compounds, 0.31% hits | AID 686964, 2013; in the data active means inhibition above about 13%
HTRA1 inhibitor: HTRA1 serine protease inhibitors, primary screen, biochemical, fluorescence polarization, HTS | Q92743 | AID 504803, 2011 | 340,000 compounds, 0.5% hits | inhibition, % at 5.96 µM | recombinant HTRA1, FP-rhodamine activity-based probe; in the data active means inhibition above about 36%;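 further: 0% = enzyme with DMSO and 100% = wells lacking enzyme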
Target sequence (Q92743 whole entry, looked up): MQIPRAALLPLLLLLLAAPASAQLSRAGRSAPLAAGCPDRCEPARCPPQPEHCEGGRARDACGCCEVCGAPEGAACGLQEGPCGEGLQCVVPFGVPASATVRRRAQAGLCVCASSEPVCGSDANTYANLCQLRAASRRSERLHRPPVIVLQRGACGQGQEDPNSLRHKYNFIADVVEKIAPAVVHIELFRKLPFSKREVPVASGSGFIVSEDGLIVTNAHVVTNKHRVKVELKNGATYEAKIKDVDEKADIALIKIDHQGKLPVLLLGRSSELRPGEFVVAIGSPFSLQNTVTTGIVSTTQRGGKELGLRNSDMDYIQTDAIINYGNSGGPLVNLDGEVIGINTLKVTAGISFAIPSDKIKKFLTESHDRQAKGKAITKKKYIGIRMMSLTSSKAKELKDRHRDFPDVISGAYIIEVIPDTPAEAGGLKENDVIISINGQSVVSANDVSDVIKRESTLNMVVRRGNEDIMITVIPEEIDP
mABHD4 FP: ABHD4 inhibitors, primary screen, biochemical, fluorescence polarization, mouse. AID 720543, 2013. purified mABHD4, FP-Rh probe fluorescence polarization. (Lyso)-N-acylphosphatidylethanolamine lipase (Mus musculus), Q8VD66. 370,000 compounds, 0.54% hits. inhibition, % at 8.92 µM;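 active means inhibition exceeding the mean over every tested compound plus 3 SD, cut at about 30% in these data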;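 further: 0% = plate median of compound wells and 100% = S159A mutant with DMSO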
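Test system: mABHD4 protein | Buffer or medium: HEPES pH 7.0 buffer, 150 mM NaCl, 0.01% Pluronic F-127 | Probe or stimulus: FP-Rh fluorescent activity-based probe, added after compound pre-incubation | Timing: Pre-incubation 45 min, probe exposure 60 min, at 25 °C | Technique: Fluorescence polarization, excitation 525 nm, emission 598 nm, BODIPY TMR filters | Repeats: Single well per compound (singlicate)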
GC-A act: GC-A stimulated cGMP production enhancers – HEK293 GC-A cells, cGMP TR-FRET, EC30 ANP, primary screen. Atrial natriuretic peptide receptor 1 (Homo sapiens), P16066. 0% at EC30 ANP, 100% saturating ANP. activation, % at 10 µM. 370,000 compounds, 0.14% hits. AID 1671463, 2021; in the data active means activation above about 40%
UHRF1 MBD2 ctr: UHRF1 methylated DNA binding inhibitors, primary screen, counter-screen for MBD2 inhibitor project, biochemical, TR-FRET, human UHRF1, single concentration. inhibition, % at 4.4 µM. 370,000 compounds, 0.75% hits. UHRF1 binding to methylated oligo; in the data active means inhibition above about 21%;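 further: UHRF1 SRA domain binding a hemimethylated CpG hairpin DNA probe; 0% = median of test compound wells and 100% = reference inhibitor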
rCAG binder: binders of r(CAG) RNA repeats, primary screen, biochemical, fluorescence; r(CAG) RNA repeat, TO-PRO-1 dye displacement fluorescence; inhibition, % at 3 µM; 370,000 compounds, 1.3% hits; AID 651821, 2012;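 active means inhibition above the plate cutoff, the mean of all test compounds on that plate plus 3 SD, cut at about 35% in these data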;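 further: 0% = DMSO alone and 100% = 100 µM mitoxantrone as full dye displacement; higher means more dye released from RNA so lower well fluorescence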
SIAE primary: human SIAE inhibitors, primary screen, biochemical, fluorescence polarization, FP-Rh probe, 1536-well HTS; SIAE FP-Rh probe binding; inhibition, % at 9.66 µM; 370,000 compounds, 0.69% hits; AID 1053197, 2014;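 active means inhibition above a cutoff: mean of compounds within the control limits plus 3 SD of those, cut at about 17% in these data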;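 further: 0% = plate median of compound wells and 100% = probe without SIAE protein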
Starred values were filed as active, the others as inactive; . = no result given. The list is partial; the hit share may differ from the screen's.

SMILES | PRMT1 FP inh | GC-B act | TCR-CD3 inh | MBD2 DNA inh | HTRA1 inhibitor | mABHD4 FP | GC-A act | UHRF1 MBD2 ctr | rCAG binder | SIAE primary
CCOc1ccc(C2C=C(c3ccc(C)cc3)Nc3nnnn32)cc1 (stereo not given) | 3 | 4 | -4 | -3 | -4 | 3 | -2 | 1 | -1 | 1
CC1(C(=O)NCCc2c[nH]c3ccccc23)C=CCN1C(=O)c1ccccc1 (stereo not given) | 0 | 5 | 0 | -3 | 3 | 5 | 2 | -2 | 2 | -2
Cc1ccc2cc(/C=N/NC(=O)[C@H](C)NC(=O)OC(C)(C)C)c(Cl)nc2c1 | -2 | 0 | 6 | 1 | -7 | 5 | 6 | -5 | -1 | -1
Cc1cccc(CN2CCN(C3CN(Cc4cn(Cc5cc(C)cc(C)c5)nn4)S(=O)(=O)C3)CC2)c1 (stereo not given) | 5 | -4 | -5 | 17* | . | -6 | -7 | 19 | 4 | -5
COc1ccc(C(=O)N/C(=C\c2ccc(Cl)cc2)C(=O)NCc2ccncc2)cc1 | 5 | -7 | -5 | -1 | 0 | -6 | -2 | 1 | 1 | -1
NC(=O)C1CCN(c2nc(-c3cccc(Cl)c3)cs2)CC1 | -2 | 4 | 7 | -3 | 0 | -2 | -3 | -3 | 4 | 3
CSc1ccc(S(=O)(=O)N2CCC(C(=O)NCC3CCCO3)CC2)cc1 (stereo not given) | 4 | 3 | -4 | 1 | 6 | 2 | 2 | 2 | -3 | 0
Cc1noc(NS(=O)(=O)c2ccc(NC(=O)C(Cl)(Cl)Cl)cc2)c1C | 6 | 3 | -12 | 5 | -2 | -14 | -1 | 7 | -141 | -5
NC(=O)C1=C[C@@H](c2coc3ccccc3c2=O)C[C@@H](OCCCCO)O1 | 0 | 2 | -5 | 2 | 8 | 6 | 1 | -1 | 2 | 0
CC1(C)CC(=O)C=C(c2cccc(Br)c2)C1 | -1 | -7 | 1 | 2 | -2 | -1 | 2 | -2 | -4 | -2
CCOC(=O)c1c(C)c(C(=O)NCCCOC)c(C)n1C | 0 | -1 | 2 | 2 | 17 | -3 | 1 | 1 | 0 | -1
O=C(CC1(O)C(=O)Nc2ccccc21)c1ccc(-n2cccc2)cc1 (stereo not given) | 10 | -1 | 11 | 4 | -20 | -18 | -6 | 2 | 13 | -12
Cc1ccc(S(=O)(=O)NC(C)C(=O)N2CCOCCOCCOCCOCC2)cc1 (stereo not given) | 2 | 2 | -18 | 7 | 4 | -7 | -1 | 5 | -5 | 1
CCc1cc(=O)oc2c(CN3CCCC3)c(O)c(Cl)cc12 | 0 | 6 | 1 | -2 | 2 | -1 | 8 | -6 | 3 | 5
O=C(N/N=C/c1ccco1)c1cccc(N2Cc3ccccc3C2)c1 | 8 | -7 | 24* | 6 | 10 | -1 | -9 | -3 | 37* | -2
COc1ccc(N2C(=O)CC(N3CCN(S(=O)(=O)c4c(F)cccc4F)CC3)C2=O)cc1OC (stereo not given) | 3 | -4 | 7 | 2 | 2 | 3 | 6 | 1 | 8 | -1
CCN(CCCNC(=O)CN1C(=O)COc2ccccc21)c1ccccc1 | 3 | -2 | -5 | -4 | -1 | -4 | -4 | -1 | -3 | 1
COc1cccc(N2CCN(C(=O)C3CCCN(c4ncnc5c4nc4n5CCCCC4)C3)CC2)c1 (stereo not given) | 0 | 1 | -3 | -5 | -3 | -1 | -4 | 3 | -6 | 5
CCc1ccc2c(c1)C(c1ccc([N+](=O)[O-])cc1)=NNC(c1ccccc1)=N2 | 5 | -7 | -5 | 1 | -10 | -7 | -12 | 1 | 10 | -15
Cc1cccc(C)c1NC(=O)NC1(C(=O)NCCCN2CCOCC2)CCCCC1 | -2 | 8 | -1 | -3 | -2 | 1 | 2 | -1 | 1 | -2
CCCCC(C(=O)O)C(C)CC(=O)Nc1ccn(-c2ccccc2)n1 (stereo not given) | -2 | -10 | 3 | -3 | -1 | 0 | 1 | -2 | 6 | 3
CCn1c(SCC(=O)Nc2ccc3c(c2)OCO3)nnc1C1CC1 | -2 | -6 | 2 | -2 | 11 | 5 | 1 | 1 | 1 | 1
Cc1ccc(S(=O)(=O)N2CCC(C(=O)OC(C)C(=O)NC(N)=O)CC2)cc1C (stereo not given) | -5 | 1 | 0 | 2 | 3 | -3 | 2 | 20 | -6 | -6
O=C(O)c1cnc(-c2ccccc2)nc1Sc1ccccc1Cl | 6 | -4 | -5 | 2 | -1 | -8 | -2 | 4 | 22 | -9
CCOC(=O)c1cccc(P(=O)(C(C)(C)C)C(C)(C)C)c1 | -1 | 5 | 1 | 0 | 5 | 0 | 2 | 1 | -7 | 9

Part of the list above in order of length of the SMILES, rising:
SMILES | PRMT1 FP inh | GC-B act | TCR-CD3 inh | MBD2 DNA inh | HTRA1 inhibitor | mABHD4 FP | GC-A act | UHRF1 MBD2 ctr | rCAG binder | SIAE primary
CCOc1ccc(C2C=C(c3ccc(C)cc3)Nc3nnnn32)cc1 (stereo not given) | 3 | 4 | -4 | -3 | -4 | 3 | -2 | 1 | -1 | 1
CCCCC(C(=O)O)C(C)CC(=O)Nc1ccn(-c2ccccc2)n1 (stereo not given) | -2 | -10 | 3 | -3 | -1 | 0 | 1 | -2 | 6 | 3
COc1ccc(C(=O)N/C(=C\c2ccc(Cl)cc2)C(=O)NCc2ccncc2)cc1 | 5 | -7 | -5 | -1 | 0 | -6 | -2 | 1 | 1 | -1

The listing continues:
SMILES | PRMT1 FP inh | GC-B act | TCR-CD3 inh | MBD2 DNA inh | HTRA1 inhibitor | mABHD4 FP | GC-A act | UHRF1 MBD2 ctr | rCAG binder | SIAE primary
Cc1ccc(-c2csc3ncnc(N4CCN(C(=O)c5ccccc5)CC4)c23)cc1 | -4 | -20 | 0 | -3 | -15 | 5 | -9 | 3 | -1 | 4
CCc1cc(C(=O)Nc2cc(S(=O)(=O)N(CC)CC)ccc2N2CCOCC2)sc1C | -2 | -1 | -3 | -7 | -44 | 25 | 6 | -3 | 3 | 2
c1cncc(-c2nc(-c3ccco3)cs2)c1 | 10 | -7 | -2 | 2 | -2 | 2 | 6 | -3 | 7 | -5
C#CCOCCOCCOCCNc1nc(N2CCN(C(=O)Cn3cc(CC(C)O)nn3)CC2)nc(N2CCN(C(=O)[C@H](C)n3cc(CCC(=O)O)nn3)CC2)n1 (stereo not given in full) | 1 | 3 | 1 | 0 | 3 | -3 | 2 | 3 | -4 | 6
Cc1ccccc1NC(=O)COC(=O)CNC(=O)c1sc2ccccc2c1Cl | 0 | 1 | 1 | -3 | -8 | -6 | 2 | -7 | -2 | -10
CNS(=O)(=O)c1cc(N(C)S(=O)(=O)c2ccc(C)cc2)c(C)cc1C | 4 | 0 | 10 | -6 | -5 | -10 | 2 | 0 | -5 | -2
C/C(=N\NC(=O)CNc1ccccc1)c1ccccc1 | 2 | 6 | -6 | 1 | 1 | 6 | 1 | -2 | 4 | 4
O=C(Cc1ccccc1)N[C@@H](Cc1ccccc1)c1nc2ccccc2[nH]1 | 0 | -7 | 3 | 2 | 1 | 7 | -3 | 1 | -1 | -5
O=C(NCCCc1ccccc1)Nc1ccccc1 | 3 | -3 | 0 | 0 | 3 | -1 | 2 | 4 | 1 | -1
CC1CCN(c2ccccc2NC(=O)c2ccc(C#N)cc2F)CC1 | 4 | -4 | 2 | -4 | . | 4 | -9 | 2 | 2 | -4
CCN(C(=O)COC(=O)CNC(=O)c1cccc(C)c1)c1c(N)n(Cc2ccccc2)c(=O)[nH]c1=O | 0 | 1 | -1 | 1 | -2 | 1 | 3 | 0 | -3 | -4
Cn1c(N)c(C(=O)COC(=O)CCOc2ccc(C(C)(C)C)cc2)c(=O)n(C)c1=O | -2 | 6 | 6 | -6 | -12 | -10 | 1 | 1 | 0 | -12
Cn1c(=O)c2c(nc(N3CCOCC3)n2C/C=C/c2ccccc2)n(C)c1=O | 2 | -1 | -1 | 4 | . | -2 | -2 | 13 | -4 | 4
CCCCNC(=O)CNC(=S)N(CCCN1CCOCC1)Cc1cccs1 | -2 | 0 | 2 | 1 | 2 | 5 | -3 | 1 | -8 | 4
Cn1ccnc1SCc1cc(=O)[nH]c2ccccc12 | 2 | 3 | -4 | -4 | 2 | 1 | 0 | 2 | -2 | 0
CCN(CC)CCCNC(=O)c1ccc(CS(=O)(=O)c2ccccc2OC)o1 | -1 | 4 | -6 | 0 | 9 | 3 | -2 | 1 | -4 | -4
COc1ccc(CN2CCN(S(=O)(=O)c3ccccc3)CC2)c(OC)c1 | -2 | 3 | -3 | 2 | -8 | 3 | 1 | 0 | -9 | 3
CC(=O)c1cc(-c2ccccc2)n(CC(=O)N2CCCCC2)c1C | 0 | 3 | -4 | 0 | -1 | -3 | 0 | 0 | -5 | -7

Some entries already given, showing only UHRF1 MBD2 ctr, GC-B act and GC-A act:
structure | UHRF1 MBD2 ctr | GC-B act | GC-A act
c1cncc(-c2nc(-c3ccco3)cs2)c1 | -3 | -7 | 6
Cn1ccnc1SCc1cc(=O)[nH]c2ccccc12 | 2 | 3 | 0
C/C(=N\NC(=O)CNc1ccccc1)c1ccccc1 | -2 | 6 | 1
COc1ccc(C(=O)N/C(=C\c2ccc(Cl)cc2)C(=O)NCc2ccncc2)cc1 | 1 | -7 | -2
CCOC(=O)c1cccc(P(=O)(C(C)(C)C)C(C)(C)C)c1 | 1 | 5 | 2
